pAkt inh = blocks phosphorylation of Akt; Neuro2A IGF-stimulated pAkt S473 HTRF, 20 min; stronger effect = lower value; AID 651550; 0.32% of 360,000 active; activity change, % for hits at 50 µM; in the data active = activity change below about -80%; inconclusive = mostly about -51% to -80%; also: % is scaled to controls: 0 for no effect and ±100 for the full control effect
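Single-point screen (50 µM final compound) in Neuro2A cells stimulated 20 min with 6 nM IGF at 37 deg C. After lysis, Ser473-phosphorylated Akt read by HTRF (ex 330 nm, em 615/665 nm) as the 665/615 ratio.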
Nrf2 activator = activates Nrf2 signaling. AID 624171. 0.31% of 410,000 active. AREc32 ARE-luciferase reporter (MCF7-derived line), luminescence, 24 h. Potency, µM (titrated, usually from 46.1 µM), for inactives: top-dose activation, usual class: activators; also: potency is read from the fitted curve at half-maximal effect; % of control where 0% means no effect; nearly all actives have a fitted effect of over 65% in size
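For detection, Steady-Glo was added and plates sat 30 min at RT; before that, AREc32_Fluc cells grown overnight in OPTI-MEM/5% FBS had been treated with 23 nL compound for 24 hr at 37 deg C.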
MmCpn inh = inhibitors of Methanococcus maripaludis chaperonin (MmCpn). purified Mm-Cpn ATPase, ADP Transcreener TR-FRET. Potency, µM (highest dose often 76.9 µM), inactives show at the highest dose activity, negative = inhibition, most hits filed as inhibitors. 0.031% of 330,000 active. AID 504842; also: potency is read from the fitted curve at half-maximal effect; % is scaled to controls: 0 for no effect and ±100 for the full control effect; nearly all actives have a fitted effect of over 80% in size
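Compound-treated chaperonin, 25 nM final, turns over 10 uM ATP at 37°C for 30 min following a 10 min preincubation; ADP generated competes with ADP-d2 for Eu-cryptate antibody, lowering FRET.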
CCT modulator = cytosolic chaperonin activity modulation | 0.3% of 360,000 active | activity change, % (test concentration not listed), hits read low | purified chaperonin ATPase assay, HTRF ADP detection, 30 min | AID 651819; in the data active = activity change below about -30%; also: % is scaled to controls: 0 for no effect and ±100 for the full control effect
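TRiC (40 or 20 nM final, by batch activity) in 30 mM Tris pH 7.4, 100 mM KCl, 5 mM MgCl2, 1 mM DTT was treated with compound at 76 uM single dose, then 10 uM ATP, 30 min at 37 °C. ADP was read by HTRF Transcreener.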
TGFb SMAD3 inh = blocks TGF-b signaling; HepG2 CAGA-GFP TGF-b/SMAD3 reporter, GFP fluorescence, 18 h; TGF-beta stimulated, 500 pg/mL final; Potency, µM (highest dose often 46.1 µM), for the others: at the highest dose activity, negative = inhibition, most hits filed as inhibitors; 1.2% of 410,000 active; AID 588855; also: potency is read from the fitted curve at half-maximal effect; % is scaled to controls: 0 for no effect and ±100 for the full control effect; nearly all actives have a fitted effect of over 65% in size
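TGF-beta reporter screen: HEPG2 CAGA-GFP, 1% FBS, 500 pg/mL TGF-beta final, 18 h; per-cell GFP summed per well; curves fitted and categorized by class.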
HepG2 tox = HepG2 cytotoxicity, counter-screen for TGF-b inhibitors; HepG2 CAGA-GFP viability, ATP luminescence, 18 h; Potency, µM (series often up to 46.1 µM), for the others: at the top dose activity change, negative = cytotoxicity, usual class: cytotoxic; 0.76% of 410,000 active; also: potency is read from the fitted curve at half-maximal effect; some results filed as inactive show a strong effect at the top dose
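HepG2 CAGA-GFP cells (1000/well, DMEM with 1% FBS) received compound, then TGF-beta at 500 pg/mL final, and were incubated 18 hours at 37 degrees C. Viability was read by CellTiter-Glo luminescence. Media-only wells were set as complete cell-killing and DMSO as no toxicity.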
A549 viability = counter-screen for Nrf2 inhibitors: cytotoxicity in A549 cells; A549 ARE-Fluc cells, CellTiter-Fluor viability, 18-24 h; Potency, µM (titrated, usually from 46 µM), without a hit: at the highest dose activity change, negative = cytotoxicity, actives largely listed as inhibitors; 0.16% of 390,000 active; AID 504648; also: potency is read from the fitted curve at half-maximal effect; % is scaled to controls: 0 for no effect and ±100 for the full control effect
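Cytotoxicity counterscreen: CellTiter-Fluor fluorescence was measured in A549 ARE_Fluc cells after 18-24 h of compound exposure in a concentration series. The subsequent BugLite luminescent read reports ARE-luciferase activity.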
Nrf2 block = Nrf2 pathway inhibition. A549 ARE-Fluc reporter, luciferase luminescence, 18-24 h. Potency, µM (doses to about 46 µM), for the others: top-dose activity change, negative = inhibition, most hits filed as inhibitors. 2.1% of 360,000 active. AID 504444; also: potency is read from the fitted curve at half-maximal effect; % is scaled to controls: 0 for no effect and ±100 for the full control effect; nearly all actives have a fitted effect of over 60% in size
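Reporter: ARE-Fluc in A549. Exposure: 18-24 h, 37 °C, 5% CO2, 5% FBS OPTI-MEM. Readouts: fluorescent cytotoxicity (CellTiter-Fluor), then luminescent Nrf2 signal after BugLite.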
ATXN viability = cell viability loss in ATXN counter-screen. S2 cells (HEK-293 line with an ATXN2-luciferase reporter) viability, CellTiter-Fluor protease fluorescence, 24 h. Potency, µM (series often up to 56.7 µM), actives largely listed as cytotoxic. 0.49% of 400,000 active. AID 651635; also: potency is read from the fitted curve at half-maximal effect; nearly all actives have a fitted effect of over 40% in size
* marks the source's active call; other numbers are inactive results; i = inactive; ? = inconclusive; / = not tested or not shown; & = joins results of further samples; [ ] = remark or other dose. Unless noted, calls follow the shape of the dose curve; as a rule, active = well fitted curve in the direction sought with a large enough effect; inconclusive = small, poorly fitted or top-dose-only effect, or another doubt; inactive = no such curve, though single readings can be large; an effect the other way counts as inactive or inconclusive.

(1) O=C(NC1CCCN(Cc2ccc(Cl)cc2)C1)c1ccnc(Cl)c1 (configuration not stated)
(2) COCCNc1nc(NCc2ccc(C(C)C)cc2)c2sccc2n1
(3) Cc1cccc(C)c1NC(=S)N(c1ccccc1)C(C)C
(4) CCOc1ccccc1NC(=O)CN(C)S(=O)(=O)c1ccc(OC)c(C)c1
(5) Cc1ccc2nc(C(C)(C)C)c(Cc3ccccc3C(F)(F)F)n2c1
(6) CCCc1nc(SCC(=O)NNC(=O)c2ccc(OC)cc2)c2ccccc2n1
(7) Nc1nc(CCl)nc(Nc2ccc3ccccc3c2)n1
(8) Cc1ccc(S(=O)(=O)CC(c2ccccc2)N2CCCCC2)cc1 (configuration not stated)
Screen / compound no.,1,2,3,4,5,6,7,8
pAkt inh,i,i,i,i,i,i,i,i
Nrf2 activator,-0.8%,0.4%,0.0%,-0.4%,6.0%,4.8%,?,10.1%
MmCpn inh,1.2%,/,-1.3%,0.8%,/,-4.2%,1.9%,1.4%
CCT modulator,-2.5,-2.5,-0.2,-2.3,0.5,-1.3,-2.2,-0.7
TGFb SMAD3 inh,-9.5%,?,2.3%,-5.0%,?,-25.0%,?,-0.2%
HepG2 tox,-16.0%,-76.7%,-2.3%,-11.6%,-99.9%,-31.6%,-63.7%,4.6%
A549 viability,-2.0%,/,7.3%,-5.7%,/,0.5%,-0.9%,0.2%
Nrf2 block,-7.3%,/,2.4%,?,/,-24.8%,12.0%,-5.8%
ATXN viability,i,/,i,i,?,i,3.36µM*,i

(9) CCc1cc2cc3c(cc2nc1SCC(=O)OC(C)C)OCO3
(10) CC1(C)CC(=O)C=C(NCc2ccc(Cl)c(Cl)c2)C1
(11) CC(C)Cn1c(N)c(C(=O)COC(=O)c2cc3ccccc3cc2O)c(=O)n(C)c1=O
(12) Cc1cc(C)nc(/N=C(\N)C2=C(O)CC(C)(C)CC2=O)n1
(13) COc1ccc(Nc2nnc(-c3ccncc3)s2)cc1Cl
(14) CCOc1ccc2oc(-c3ccccc3)c(C(N)=O)c2c1
(15) CCCn1c2ccccc2c2cnn(CC(=O)NCc3ccccc3Cl)c(=O)c21
(16) CNc1ccc(C(=O)OCC(=O)NC(=O)NC2CCCC2)cc1[N+](=O)[O-]
Screen / compound no.,9,10,11,12,13,14,15,16
pAkt inh,i,i,i,i,i,i,/,i
Nrf2 activator,4.2%,-0.4%,-0.5%,-0.3%,0.2%,0.3%,0.3%,-1.7%
MmCpn inh,-1.0%,0.1%,-3.5%,2.0%,-0.1%,-27.1%,/,1.7%
CCT modulator,-5.5,-3.8,0.0,1.8,1.1,1.3,/,-0.4
TGFb SMAD3 inh,0.0%,-22.9%,-18.7%,12.1%,12.5%,-0.9%,-13.2%,2.9%
HepG2 tox,4.2%,-24.0%,-13.8%,-0.5%,15.5%,-2.1%,-48.6%,-3.7%
A549 viability,-0.6%,3.5%,-4.9%,-4.0%,4.4%,0.0%,3.1%,-8.7%
Nrf2 block,-4.1%,2.7%,?,?,9.9%,?,-6.0%,-6.3%
ATXN viability,i,?,/,i,i,i,i,i

(17) Nc1nc(Nc2cccc(F)c2)nc2ccccc12
(18) CCOc1ccc(NC(=O)CC2C(=O)N(c3ccc(OC)cc3)C(=O)N2CCc2ccc(OC)c(OC)c2)cc1 (configuration not stated)
(19) O=C(c1cc(-c2ccccc2)nn1-c1ccccc1)N1CCN(S(=O)(=O)c2ccc(F)cc2)CC1
(20) COc1ccccc1CNc1ncc(-c2ccc(F)cc2)n1C
(21) CCN(CC)c1nc(-c2ccc(C(C)(C)C)cc2)nc2ccccc12
(22) CC(=O)Nc1ccc(S(=O)(=O)NCC2CCC(C(=O)NCc3ccccc3)CC2)cc1 (configuration not stated)
(23) CCCn1ncc(C(=O)N(C)C2CCCN(Cc3ccccc3F)C2)c1C (configuration not stated)
(24) COc1cc2cccc(OC)c(=O)c2c(O)c1OC
Screen / compound no.,17,18,19,20,21,22,23,24
pAkt inh,i,i,i,i,/,i,i,i
Nrf2 activator,14.2%,0.0%,-0.7%,0.3%,4.4%,0.3%&-0.1%,-1.7%,3.8%
MmCpn inh,-1.5%,-0.7%,0.5%,0.3%,/,0.8%,0.8%,-2.2%
CCT modulator,-2.1,0.1,-0.1,-12.9,/,-0.3,1.1,1.5
TGFb SMAD3 inh,-3.4%,10.1%,-19.9%,-3.8%,10.8%,-14.2%&-5.7%,-4.5%,4.7%
HepG2 tox,-29.5%,1.6%,-0.2%,-27.8%,0.9%,-40.4%&-6.7%,1.4%,3.3%
A549 viability,8.2%,-7.1%,2.0%,-1.0%,10.4%,5.7%&11.8%,1.7%,0.6%
Nrf2 block,?,?,?,-5.2%,?,?,9.6%,?
ATXN viability,i,i,i,i,i,i,i,i

(25) Cc1ccc(S(=O)(=O)NC(=O)Nc2ccc(C)cn2)cc1
(26) Nc1c(C(=O)c2ccccc2)sc2snc(SCC(=O)c3ccccc3)c12
(27) O=C(COC(=O)c1ccc(Sc2ccccc2)c([N+](=O)[O-])c1)NC1CCS(=O)(=O)C1 (configuration not stated)
(28) CCN1CCN(c2ccc(S(=O)(=O)N3CCCCC3)cc2NC(=O)Cc2ccc(Cl)c(Cl)c2)CC1
(29) CN(CCO)C1=NS(=O)(=O)c2cc([N+](=O)[O-])ccc21
(30) C#CCN(N(C)c1ncc(C(F)(F)F)cc1Cl)S(=O)(=O)c1ccc2ccccc2c1
(31) Cc1ccccc1Cn1c(=N)n(CC(O)c2ccco2)c2ccccc21 (configuration not stated)
(32) Cn1c(CCCOc2ccc(Cl)cc2Cl)nnc1SCC(=O)Nc1ccc(F)c(Cl)c1
Screen / compound no.,25,26,27,28,29,30,31,32
pAkt inh,i,i,i,i,i,i,i,i
Nrf2 activator,-0.1%,9.8%,0.5%,8.1%,0.4%,-0.3%,2.7%,3.5%
MmCpn inh,0.5%,1.3%,2.5%,-2.9%,-0.1%,-0.9%,1.3%,1.4%
CCT modulator,-1.2,-0.6,-1.1,-1.6,-0.2,-1.2,-3.4,-2.2
TGFb SMAD3 inh,11.1%,108.7%[activator],0.0%,15.8µM*,-4.4%,-8.5%,-3.7%,?
HepG2 tox,-1.1%,-36.1%,-0.9%,17.8µM*,-24.8%,-10.8%,-52.3%,-74.7%
A549 viability,1.6%,-14.4%,-1.4%,-8.4%,-5.0%,0.3%,?,-0.7%
Nrf2 block,-0.7%,?,5.2%,19.0%,-28.2%,?,-3.1%,-5.2%
ATXN viability,i,i,i,i,i,i,?,i

(33) CCn1c(=O)c2sccc2n(CC(=O)NCCC2=CCCCC2)c1=O
(34) CC(C)(C)C1(c2ccccc2)NC(=O)N(CC(=O)N2CCOCC2)C1=O (configuration not stated)
(35) COCCNC(=S)N1CCC(c2nc(-c3ccc(F)cc3)no2)CC1
(36) Cc1nnc(NC(=O)CSc2nnc3ncccn23)s1
(37) COc1ccccc1N(CC(=O)NC1CC2CCC1C2)S(=O)(=O)c1ccc(C)cc1 (configuration not stated)
(38) O=S(=O)(NCCCSc1ccccc1)c1ccccc1F
(39) COCCNS(=O)(=O)c1ccccc1
(40) Cc1c(Cl)cccc1NC(=O)c1cnc2sc(N3CCOCC3)nn2c1=O
Screen / compound no.,33,34,35,36,37,38,39,40
pAkt inh,i,/,i,i,i,i,/,/
Nrf2 activator,0.5%,-0.3%,0.0%,1.0%,0.7%,0.1%,-0.4%,2.2%
MmCpn inh,9.0%,/,3.2%,-0.8%,2.6%,0.0%,0.2%,/
CCT modulator,0.9,-3.4,-2.9,-0.7,-0.5,-1.2,0.6,/
TGFb SMAD3 inh,22.1%,-11.5%,-17.6%,2.7%,0.0%,8.3%,20.2%,-23.4%
HepG2 tox,9.2%,2.7%,-9.5%,-0.5%,-27.1%,-18.4%,-11.0%,-10.9%
A549 viability,-3.7%,-5.1%,-4.4%,?,-18.4%,-4.0%,12.1%,4.0%
Nrf2 block,-1.5%,5.1%,?,23.1%,18.4µM*,?,6.6%,-8.9%
ATXN viability,i,/,i,i,i,i,i,/

2 entries picked at random from the list so far, as already listed:
(35) COCCNC(=S)N1CCC(c2nc(-c3ccc(F)cc3)no2)CC1
(2) COCCNc1nc(NCc2ccc(C(C)C)cc2)c2sccc2n1
Screen / compound no.,35,2
pAkt inh,i,i
Nrf2 activator,0.0%,0.4%
MmCpn inh,3.2%,/
CCT modulator,-2.9,-2.5
TGFb SMAD3 inh,-17.6%,?
HepG2 tox,-9.5%,-76.7%
A549 viability,-4.4%,/
Nrf2 block,?,/
ATXN viability,i,/

Continuation.
(41) COc1cc(NC(=O)CCNS(=O)(=O)c2ccc3c(c2)CCC(=O)N3)cc(OC)c1
(42) Cc1ccc(S(=O)(=O)NC(C(=O)Oc2cc3oc(=O)cc(C)c3cc2Cl)C(C)C)cc1 (configuration not stated)
(43) O=C(NCc1cccs1)c1nc2c(nnn2Cc2ccccc2Cl)c(=O)[nH]1
(44) COc1ccc(CNC(=O)CN(c2ccccc2OC)S(=O)(=O)c2ccc(C)cc2)cc1
Screen / compound no.,41,42,43,44
pAkt inh,i,i,i,/
Nrf2 activator,-0.3%,2.5%,-1.4%,-2.3%
MmCpn inh,?,-2.4%,-0.5%,/
CCT modulator,-3.8,6.8,-1.7,/
TGFb SMAD3 inh,?,-4.4%,?,?
HepG2 tox,-20.6%,1.9%,-25.9%,-24.2%
A549 viability,1.4%,-5.1%,?,1.5%
Nrf2 block,12.1%,-10.3%,5.8µM*,/
ATXN viability,i,/,?,?

No enrichment for hits. About 4.4% of those tested had a hit in this group.
